FBW7 activator: FBW7 E3 ligase activators, primary screen, biochemical, AlphaScreen, human. F-box/WD repeat-containing protein 7 (Homo sapiens), Q969H0. AlphaScreen FBW7–phospho-cyclin E peptide binding, activator screen. normalized activity (activation), % at 26.1 µM. actives 0.13% (n = 650,000); in the data active means normalized activity above about 1.9%;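 further: purified mutant Fbw7 with reduced substrate affinity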
GPR151 activ: activators of human GPR151, primary screen, cell-based, PathHunter beta-arrestin, luminescence; G-protein coupled receptor 151 (Homo sapiens), Q8TDV0; PathHunter beta-arrestin GPR151 cells; activation, % at 11.2 µM; actives 1% (n = 650,000); in the data active means activation above about 4.9%;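 further: 0% = median of compound wells and 100% = cells with positive control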
Target sequence (Q8TDV0 whole entry, looked up): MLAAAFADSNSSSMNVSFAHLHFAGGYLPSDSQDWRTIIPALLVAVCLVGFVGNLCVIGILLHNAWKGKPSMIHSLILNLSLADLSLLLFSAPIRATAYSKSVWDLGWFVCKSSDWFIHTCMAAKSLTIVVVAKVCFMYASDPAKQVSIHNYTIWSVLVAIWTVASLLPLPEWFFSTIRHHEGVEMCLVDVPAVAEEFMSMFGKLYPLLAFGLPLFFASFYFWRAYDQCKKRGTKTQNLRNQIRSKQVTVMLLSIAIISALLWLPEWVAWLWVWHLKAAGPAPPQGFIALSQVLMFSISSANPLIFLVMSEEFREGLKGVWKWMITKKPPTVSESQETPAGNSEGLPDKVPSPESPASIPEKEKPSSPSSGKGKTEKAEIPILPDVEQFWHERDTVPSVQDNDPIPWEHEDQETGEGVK
MITF inh: MITF inhibitors, primary screen, biochemical, AlphaScreen, human. Microphthalmia-associated transcription factor (Homo sapiens), O75030. AlphaScreen MITF homodimerization, bead proximity signal. inhibition, % at 2.6 µM. actives 0.91% (n = 650,000). AID 1259374, 2018; in the data active means inhibition above about 50%;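 further: 0% = vehicle wells with protein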
Target sequence (O75030 whole entry, looked up): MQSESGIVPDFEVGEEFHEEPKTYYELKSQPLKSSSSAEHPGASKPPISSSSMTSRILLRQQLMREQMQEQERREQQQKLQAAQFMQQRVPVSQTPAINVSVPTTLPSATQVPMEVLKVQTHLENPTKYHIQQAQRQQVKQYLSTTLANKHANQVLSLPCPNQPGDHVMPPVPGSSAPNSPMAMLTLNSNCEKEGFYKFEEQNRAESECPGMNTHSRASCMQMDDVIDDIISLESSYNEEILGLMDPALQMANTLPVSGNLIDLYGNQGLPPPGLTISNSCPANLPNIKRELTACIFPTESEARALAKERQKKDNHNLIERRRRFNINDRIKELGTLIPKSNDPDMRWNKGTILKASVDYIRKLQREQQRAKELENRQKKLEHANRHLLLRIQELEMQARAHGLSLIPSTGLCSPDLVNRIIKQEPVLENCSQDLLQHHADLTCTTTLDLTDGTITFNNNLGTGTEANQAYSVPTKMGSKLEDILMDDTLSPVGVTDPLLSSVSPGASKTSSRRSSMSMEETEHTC
TEAD-YAP inh: TEAD-YAP interaction inhibition, primary screen, TEAD-YAP interaction inhibitor project, luminescence, HEK-TIYL cells. actives 1.4% (n = 640,000). AID 1259422, 2018. inhibition, % at 9.12 µM. TEAD-Gal4/YAP UAS-luciferase luminescence; in the data active means inhibition above about 32%;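 further: 0% = median of test compound wells and 100% = reference inhibitor wells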
Active calls of the source: *; & = joins results of further samples. Compounds as they come; overall some 3.4% were active at least once.

SMILES	FBW7 activator	GPR151 activ	MITF inh	TEAD-YAP inh
COc1ccc(-n2cc(C(=O)NC3CCCCC3)c3ccccc3c2=O)cc1	0.0	-0.2	0	0
CC(=O)Nc1ccc(Oc2ncnc(Cl)c2[N+](=O)[O-])cc1	0.2	-0.3	3	0
COc1ccc(CCNc2ncnc3c2nc(Nc2ccc4ncccc4c2)n3C(C)C)cc1	0.1	1.4	19	8
CCOC(=O)c1c(NC(=O)CSc2nc(C)ccc2C#N)sc2c1CCC2	-0.1	2.8	1	2
Cc1ccc(C(=O)Nc2ccc(O)cc2)cc1I	0.1	0.0	2	25
C/C(=C\C(=O)c1cccnc1)NCc1ccc(F)cc1	-0.1	1.4	4	4
OCCCc1nc2n(n1)C(c1ccccc1)C=C(c1ccc(Cl)cc1)N2 (stereo unspecified)	0.1	-0.6	19	-4
COc1ccccc1/C=N/Nc1ncnc2nc[nH]c12	0.0	-4.6	-10	12
CN(C)c1cccc(C(=O)OCC(=O)COC(=O)c2cccc(N(C)C)c2)c1	0.2	0.1	-14	-10
COc1ccc(/C=N/NC(=O)CNc2ccc(Cl)cc2Br)cc1	0.2	0.4	10	10
O=S(=O)(c1ccc2ccccc2c1)N1CCSC1c1ccc(Br)cc1 (stereo unspecified)	0.1	0.7	2	5
O=C(Oc1cc(-c2ccccc2)c2oc(=O)sc2c1)c1ccccc1	-0.2	0.6	-2	-3
COC(=O)c1ccc(NC(=S)N2CCC(NC(=O)c3ccc(F)cc3)CC2)cc1	0.2	2.3	-2	-14
CCOc1cc(C(=O)Nc2ccc(Cl)c(N3CCCS3(=O)=O)c2)cc(OCC)c1OCC	-0.1	-1.2	4	-8
Cc1nc2cnc(-c3cccc(N(C)C)c3)cn2c1NC(=O)c1ccncc1	0.2	0.8	16	-25

Some of these compounds in order of molecular weight, falling.
SMILES	FBW7 activator	GPR151 activ	MITF inh	TEAD-YAP inh
Cc1nc2cnc(-c3cccc(N(C)C)c3)cn2c1NC(=O)c1ccncc1	0.2	0.8	16	-25
Cc1ccc(C(=O)Nc2ccc(O)cc2)cc1I	0.1	0.0	2	25
CC(=O)Nc1ccc(Oc2ncnc(Cl)c2[N+](=O)[O-])cc1	0.2	-0.3	3	0

(next part)
SMILES	FBW7 activator	GPR151 activ	MITF inh	TEAD-YAP inh
O=C(CN1CCC(CN2C(=O)c3cccc4cccc(c34)C2=O)CC1)c1ccc(F)cc1	0.0	0.5	6	3
Cc1csc(=Nc2cccnc2)n1CCC(C)C	0.1	-0.4	6	2
C=CCNC(=S)/C(=C(/O)c1cccc([N+](=O)[O-])c1)[n+]1ccccc1	-0.1	2.6	-1	-5
COc1c(C)cccc1C(=O)Nc1ccc(N2CCN(C)CC2)cc1	0.3	-4.5	8	-28
CCCc1[nH]n(-c2nc3ccccc3s2)c(=O)c1C(C)=NCCO	0.1	1.0	-2	0
C#CCOc1ccc(/C=C2/C(=O)NN(c3ccccc3)C2=O)cc1OCC	-0.4	0.1	8	10
CCC(C)NC(=O)CCN1C(=O)COc2ccc(C)cc21 (stereo unspecified)	0.0	0.9	-12	-1
COCCCNC(=O)Cn1cc2c(n1)-c1c(oc(C(=O)N3CCCC3)c1C)CC2	-0.2	1.0	11	-1
COc1cccc(C(=O)Nc2cccc(-c3nc4ncccn4c3C)c2)c1	-0.2	-1.8	-8	-7
Cn1c(=NC(=O)C2=COCCO2)sc2c3ccccc3ccc21	0.0	-0.3	6	-52
Cc1n[nH]c(C)c1CCc1nc2c3ccccc3nc(NCCCN3CCOCC3)n2n1	-0.1	2.3	10	6
O=C(N1CCC(c2cccnc2)CC1)C1(c2cccc(F)c2)CCCC1	1.2	-0.9	13	8
CN(C(=O)c1cc2n(n1)C(C(F)(F)F)CC(c1ccc(Cl)c(Cl)c1)N2)C1CCCCC1 (stereo unspecified)	-0.2	0.0	-2	0
CCC1CCc2c(sc(NC(=O)CCCOc3ccc(Cl)cc3C)c2C(N)=O)C1 (stereo unspecified)	0.3	-0.6	14	-7
CCC(Sc1nccn1C)C(=O)Nc1cccc2ccccc12 (stereo unspecified)	-0.1	-1.2	-6	0

In a second layout: results already given.
| molecule | FBW7 activator | GPR151 activ | MITF inh | TEAD-YAP inh |
| --- | --- | --- | --- | --- |
| C#CCOc1ccc(/C=C2/C(=O)NN(c3ccccc3)C2=O)cc1OCC | -0.4 | 0.1 | 8 | 10 |
| CCC(C)NC(=O)CCN1C(=O)COc2ccc(C)cc21 (stereo unspecified) | 0.0 | 0.9 | -12 | -1 |
| COCCCNC(=O)Cn1cc2c(n1)-c1c(oc(C(=O)N3CCCC3)c1C)CC2 | -0.2 | 1.0 | 11 | -1 |
| COc1cccc(C(=O)Nc2cccc(-c3nc4ncccn4c3C)c2)c1 | -0.2 | -1.8 | -8 | -7 |

Additional structures
SMILES	FBW7 activator	GPR151 activ	MITF inh	TEAD-YAP inh
CCCCn1c(=O)n(C)c(=O)c2c(C(=O)OCC)cc(-c3ccc(OC)cc3)nc21	-0.1	-0.5	3	-2
Cn1c(N)c(C(=O)COC(=O)CCC2CCCC2)c(=O)n(C)c1=O	0.0	-0.3	15	4
COc1ccc(Nc2ncnc3sc(C)c(C)c23)c(OC)c1	0.1	-1.5	-4	5
COCCC(=O)NC(C)c1nnc2n1CCN(Cc1cccc(OC)c1)CC2 (stereo unspecified)	0.0	-0.2	-3	-3
COCCCNC(=S)NNC(=O)c1ccccn1	-1.5	1.4	114*	12
CCn1ncc(CN2CCN(CC(C)(C)C)C(CCO)C2)c1C (stereo unspecified)	-0.1	-1.4	8	-3
COc1ccc(C(=O)CSc2n[nH]c(N)n2)cc1OC	0.1	0.9	-10	4
Cc1cc(C)n2ncc(CN3CCc4ccc(NC(=O)C5CCCO5)cc4C3)c2n1 (stereo unspecified)	-0.2	-0.1	4	-5
Cc1ccc(S(=O)(=O)Nc2ccccc2C(=O)Nc2ccc(C(=O)O)cc2)cc1	0.4	1.2	-4	-10
COc1ccc(F)c(CN2CCc3c(cnc(C)c3CNC(=O)CSC)C2)c1	0.2	0.7	-3	-3
COC(=O)c1ccc(NC(=O)CSc2ccccn2)cc1	0.0	-1.2	14	-14
Cc1cc(Br)ccc1OCCOCCN1CCN(C)CC1	0.0	1.0	57*	-7
CCOc1ccc(-n2c(C)cn3c4c(=O)n(CCC(=O)OC)c(=O)n(C)c4nc23)cc1	-0.3	-0.1	3	-2
CC(C)N1CCc2c(sc(NC(=O)c3ccc(S(=O)(=O)N4CCOCC4)cc3)c2C(N)=O)C1	0.2	-1.1	10	5
Cc1cc(OCC(=O)NNC(=O)Nc2ccccc2)cc(C)c1Cl	0.3	-0.3	2	6
Cc1cccc(-c2nnc(SCC(=O)Nc3nc(C)c(C)s3)n2C)c1	0.0	-1.3	1	4
Cc1ccc(-c2nc3n(n2)C(=O)CC(c2ccc(C)cc2)S3)cc1 (stereo unspecified)	0.0	1.0	1	0
COc1cc(Nc2cc(NC3CCN(Cc4ccccc4)CC3)ncn2)cc(OC)c1OC	0.0&0.1	1.4&2.0	14&9	-13&1
O=C(Nc1ccc(Br)cc1)c1ccc2c(c1)C(=O)N(c1cccc3ccccc13)C2=O	-0.1	1.3	-6	-5
O=C(NCc1cccnc1)c1ccc2nc(-c3ccco3)c(-c3ccco3)nc2c1	-0.5	-0.3	40	7
CCCC(=O)N(c1ccc2oc(C)c(C(C)=O)c2c1)S(=O)(=O)c1ccc(F)cc1	-0.1	1.0	-5	-4
COc1ccc(N=Cc2c(O)n(-c3cccc(OC)c3)c(=O)[nH]c2=O)cc1	0.1	-1.1	76*	-8
C=CCNC(=O)C1CCN(c2nc(C)cc(NCc3ccco3)n2)CC1	0.0	1.6	-2	-5
CN(C)C(=O)/C(=C/c1ccc([N+](=O)[O-])cc1)NC(=O)c1ccccc1	0.1	-0.5	-16	-9
COc1cccc(-n2nc(C(=O)N3CCC(Cc4ccccc4)CC3)c3ccccc3c2=O)c1	-0.1	-0.2	-4	3
Cc1cnc(-c2ccc(N3CCN(C)CC3)cc2)nc1NCCN1CCOCC1	-0.2	2.7	7	-9
CCCC(=O)Nc1ccc(C(=O)N/N=C/c2ccccc2O)cc1	0.0	-0.3	17	3
COc1ccc(CN2CCN(Cc3cc(OC)c4c(c3)OCO4)CC2CCO)cc1C (stereo unspecified)	0.3	-1.8	-10	-6
O=[N+]([O-])c1ccccc1S(=O)(=O)Nc1ccc(-c2nnc3n2CCCCC3)cc1	0.0	-1.6	3	-3
COc1ccc(NC(=O)CSc2nc3sc(C)c(C)c3c(=O)[nH]2)cc1OC	0.4	-0.8	2	7
Cn1c(=O)[nH]c(=O)c2c1n1c(-c3ccc(Cl)cc3)nnc1n2Cc1ccc(F)cc1	0.1	1.4	-1	-9
N#C/C(=C/c1ccoc1)c1nc(C2CC2)cs1	0.1	1.0	-5	-45
Cc1onc(-c2ccccc2)c1C(=O)N1CCCc2ccccc21	-0.2	0.2	8	1
CCN(CC)S(=O)(=O)N1CCC(C(=O)NC2CCCC2)CC1	-0.2	-0.9	0	-1
O=c1c2ccccc2nc(SCc2csc3ccc(Cl)cc23)n1Cc1cccs1	0.3	0.5	29	-1
COc1ccc(-c2csc(C3=C(O)CN(C(C)C)C3=N)n2)cc1OC	0.1	2.3	15	-30
COc1ccc(NC(=O)c2ccc3c(SCC(=O)O)c4c(nc3c2)CCC4)cc1OC	-0.1	1.6	1	-2
COc1ccc(C(=O)Cn2c3ccccc3n3nc(C)nc23)cc1OC	0.1	0.0	2	0
Cc1ccc(NC(=O)NNC(=O)c2cccs2)cc1	0.0	0.4	-8	-6
O=C1CC2CS(=O)(=O)CC2N1c1ccccc1 (stereo unspecified)	-0.1	1.6	3	9
COCCCNC(=O)CN(c1ccc(C)cc1)S(=O)(=O)c1ccc(OC)c(OC)c1	0.8	0.2	-4	0
O=C1c2cccc3cccc(c23)C(=O)N1Cc1cc(=O)n2ccsc2n1	-0.1	0.5	10	-7
O=C(NNC1CC(=O)N(c2ccc(Cl)cc2)C1=O)c1ccccc1[N+](=O)[O-] (stereo unspecified)	-0.1	2.5	2	0
COC(=O)c1ccc(CN2CCN(C/C=C/c3ccccc3)CCC2=O)cc1	0.1	0.1	-13	0
CCCCc1ccc(-n2c(SCC(N)=O)nnc2-c2ccncc2)cc1	-0.1	-0.4	7	14

One compound at a time, from the list above:
Record of Cn1c(=O)[nH]c(=O)c2c1n1c(-c3ccc(Cl)cc3)nnc1n2Cc1ccc(F)cc1 = FBW7 activator: 0.1; GPR151 activ: 1.4; MITF inh: -1; TEAD-YAP inh: -9
Record of COCCCNC(=O)CN(c1ccc(C)cc1)S(=O)(=O)c1ccc(OC)c(OC)c1 = FBW7 activator: 0.8; GPR151 activ: 0.2; MITF inh: -4; TEAD-YAP inh: 0

New compounds follow
SMILES	FBW7 activator	GPR151 activ	MITF inh	TEAD-YAP inh
c1ccc(CN2CCC(Nc3cc(N4CCN(c5ccccn5)CC4)ncn3)CC2)cc1	-0.2	-1.5	0	25
CCc1ccccc1Oc1coc2cc(OC)ccc2c1=O	0.0	0.7	7	-18
CC1(CCC(=O)NC(Cc2ccccc2)c2ccccc2)CCC(=O)N1 (stereo unspecified)	0.0	1.0	-7	-1
COC(=O)C1=C(C(=O)OC)SC(=C2C(=S)C(C)(C)N(C(=O)COc3ccc(Cl)cc3)c3ccc(OC)cc32)S1	-0.3	-1.8	8	3
CCCCOc1ccc(C(=O)Nc2ccccc2NC(C)=O)cc1	0.0	-0.1	10	-6
CCc1cccc(C)c1NC(=O)c1cc(S(=O)(=O)N(C)Cc2ccccc2)ccc1F	0.1	-0.4	6	-2
O=C(NCC(c1ccco1)N1CCN(c2ccccc2)CC1)Oc1ccccc1 (stereo unspecified)	-0.1	0.4	-6	15
Clc1ccc2nc(N3N=C(c4ccccc4)CC3c3cn(-c4ccccc4)nc3-c3ccccc3)nc(-c3ccccc3)c2c1 (stereo unspecified)	0.4	-1.2	-3	15
Cn1cc(/C=c2/sc3nc4ccccc4n3c2=O)c2ccccc21	0.2	-0.8	6	-36
COc1ccc2c(c1)CC(C(=O)Nc1ccc(-c3cn[nH]c3)cc1OC(C)CN(C)C)CO2 (stereo unspecified)	-0.2	1.0	13	1
N#C/C(=C\c1ccc(OCc2ccccc2)cc1)C(=O)Nc1cccnc1	0.4	-4.4	-3	-19
Cc1ccc(C(C(=O)NC(C)(C)C)N(Cc2cccs2)C(=O)c2csnn2)cc1 (stereo unspecified)	-0.1	-0.6	3	15
CCCCN(CC)C(=O)CCNC(=O)Cn1cnc2sc3c(c2c1=O)CCCC3	0.0	2.3	21	0
COc1cc(OC)c(-c2nc(-c3cccc([N+](=O)[O-])c3)no2)cc1OC	-0.2	-1.1	-7	-3
Cc1cc(=O)n2nc(N3CCCC3C(=O)N(C)Cc3ccccc3)sc2n1 (stereo unspecified)	0.0	0.6	12	2
CC(=O)c1cccc(N(CC(=O)NCCSCc2ccccc2C)S(C)(=O)=O)c1	0.1	-0.9	9	1
c1ccc(-c2ccc(CN3CCc4nnc(C5CCCO5)n4CC3)cc2)cc1 (stereo unspecified)	-0.1	-1.2	-12	5
CCOc1cc(OCC)cc(C(=O)Nc2ccc(NC(=O)c3ccco3)c(OC)c2)c1	-0.1	0.8	-19	-6
OC(COCCOc1ccc(Cl)cc1)CN1CCN(Cc2ccccc2)CC1 (stereo unspecified)	0.1	0.1	2	5

Source: PubChem BioAssay (The Scripps Research Institute Molecular Screening Center)
